# hERG rescue – compounds protecting human hERG from proarrhythmic drug block | Q12809 | CHO-hERG, FluxOR thallium flux, dofetilide IC70 present | activation (rescue from dofetilide block), less the hit threshold, % at 10 µM | hit rate 0.51% among 310,000;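 active = activation above the mean of controls blocked by dofetilide plus 5 SD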;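 also: thallium influx through hERG after potassium depolarization seen as dye fluorescence rise; in these data hits start at about 4.7%; inactives centre near -7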
# Target sequence (Q12809 whole entry, looked up): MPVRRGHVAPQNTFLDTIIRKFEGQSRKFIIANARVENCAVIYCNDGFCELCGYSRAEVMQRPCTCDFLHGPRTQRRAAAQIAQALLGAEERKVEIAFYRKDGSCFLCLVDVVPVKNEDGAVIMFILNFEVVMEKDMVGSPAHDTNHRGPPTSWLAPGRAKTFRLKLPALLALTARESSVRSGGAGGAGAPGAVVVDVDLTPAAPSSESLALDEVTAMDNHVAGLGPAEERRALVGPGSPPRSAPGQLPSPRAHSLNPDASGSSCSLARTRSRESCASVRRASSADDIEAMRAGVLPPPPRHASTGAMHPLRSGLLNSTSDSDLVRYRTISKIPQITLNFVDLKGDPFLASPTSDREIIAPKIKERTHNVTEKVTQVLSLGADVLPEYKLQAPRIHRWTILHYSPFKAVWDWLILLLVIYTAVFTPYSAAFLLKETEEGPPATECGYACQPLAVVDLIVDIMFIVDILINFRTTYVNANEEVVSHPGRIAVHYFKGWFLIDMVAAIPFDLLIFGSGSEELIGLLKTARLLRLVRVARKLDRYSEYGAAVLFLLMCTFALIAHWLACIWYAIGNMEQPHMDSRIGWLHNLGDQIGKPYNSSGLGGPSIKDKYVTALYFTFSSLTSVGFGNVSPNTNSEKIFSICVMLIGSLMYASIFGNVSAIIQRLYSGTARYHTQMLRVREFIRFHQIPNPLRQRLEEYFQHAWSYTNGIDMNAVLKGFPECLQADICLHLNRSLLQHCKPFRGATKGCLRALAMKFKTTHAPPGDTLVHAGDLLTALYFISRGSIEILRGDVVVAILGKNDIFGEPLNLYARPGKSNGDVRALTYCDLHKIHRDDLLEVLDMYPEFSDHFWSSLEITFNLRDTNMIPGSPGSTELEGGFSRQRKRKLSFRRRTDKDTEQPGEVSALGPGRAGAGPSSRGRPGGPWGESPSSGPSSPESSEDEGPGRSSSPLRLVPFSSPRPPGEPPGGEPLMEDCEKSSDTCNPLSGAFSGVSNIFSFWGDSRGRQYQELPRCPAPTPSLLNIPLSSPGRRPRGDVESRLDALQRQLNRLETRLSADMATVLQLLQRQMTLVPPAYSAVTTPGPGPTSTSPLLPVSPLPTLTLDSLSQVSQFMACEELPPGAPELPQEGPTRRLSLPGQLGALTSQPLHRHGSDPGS
# KCNQ1 inh – human KCNQ1 channel inhibition | P51787 | CHO-K1 KCNQ1, FluxOR thallium flux fluorescence; hits give high values | B-score at 10 µM | hit rate 1.3% among 310,000;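 active = compounds whose thallium flux B-score, printed positive for inhibition, exceeds three library SD while starting fluorescence stays within three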;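 also: channel opened by potassium depolarization with thallium stimulus after 20 min compound exposure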
# HDAC3 inhib – inhibitors of human histone deacetylase 3 | inhibition, % at 8.3 µM | hit rate 0.15% among 320,000 | recombinant HDAC3, fluorogenic peptide/trypsin coupled, fluorescence | O15379; in the data active = inhibition above about 26%, passing the limit was not always enough
# GSK3B inh – inhibitors of human GSK3beta kinase; P49841; GST-GSK3beta kinase, ADP-Glo luminescence, 60 min; hits give low values; activity score (negative = inhibition), % at 10 µM; hit rate 0.038% among 300,000; AID 2097;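 active = more than half of replicate wells score below -50%, meaning over 50% inhibition versus plate controls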;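 also: 0% = median DMSO wells and -100% = median GW8510 positive control wells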
#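 test system = GST-tagged human GSK3beta kinase, cell-free | reagent = 25 µM ATP with peptide substrate | dosing = one dose of 10 µM per compound | schedule = 60 min reaction, RT | detection = luminescent ADP-Glo measurement of ADP formed | control set = DMSO neutral wells and GW8510 at 20 µM as positive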
# DYRK1A inh – Dyrk1A (rat) kinase inhibition; ADP-Glo luminescence, NFATc1 peptide; inhibition, % at 12.5 µM; hit rate 0.43% among 310,000; AID 504441; in the data active = inhibition above about 50%;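 also: plate controls were vehicle with enzyme for no effect and no enzyme for full effect; many of its hits are not listed in these tables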
# KCNK3 block – human KCNK3 channel inhibition, primary screen; O14649; CHO-KCNK3 thallium flux, FluxOR fluorescence; hits give low values; B-score at 10 µM; hit rate 0.84% among 340,000; AID 602410;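 active = B-score under library mean minus 4 SD, starting fluorescence ratio at most library mean plus 5 SD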;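 also: more negative B-score means stronger inhibition of thallium flux through KCNK3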
# KCNK9 inh – blocks the human KCNK9 two-pore domain potassium channel; hit rate 1.2% among 310,000; B-score at 10 µM; HEK293 KCNK9, FluxOR thallium flux fluorescence; hits give low values;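 active = ratio B-score over 3 SD below the library mean, with starting fluorescence within 5 SD of its mean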;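 also: negative B-score means less thallium flux so channel inhibition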
# GSK3A inh – human GSK-3 alpha kinase inhibition; P49840; ADP-Glo luminescence, 60 min; inhibition, % at 10 µM; hit rate 0.1% among 320,000; AID 2650;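 in the data active = inhibition above about 50%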;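 also: GST-tagged GSK-3 alpha with peptide substrate and 25 µM ATP; 0% = DMSO neutral wells and 100% = GW8510 positive control wells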
# RGS4 pot – RGS4 potentiation or activation. HEK293 M3R/inducible RGS4, carbachol calcium flux Fluo4; hits give low values. hit rate 0.92% among 310,000. B-score at 10 µM;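 active = B-score of the integrated calcium signal more than 4 SD below the library mean, with starting fluorescence not abnormally high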;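 also: negative B-score means reduced calcium response which marks RGS4 activation or potentiation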
#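 Test system: HEK293 cells with stable M3R and inducible RGS4; also added: carbachol at ECmax as muscarinic agonist stimulus; schedule: dye loading 30 min 37 °C, buffer rest 30 min RT; technique: kinetic calcium fluorescence imaging with Fluo4-AM dye, 2 µM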
# PolyA inh – blocks polyadenylation in yeast reporter cells; S. cerevisiae SKY197-pL101 polyadenylation reporter, beta-gal luminescence; efflux-impaired pdr1/pdr3 knockout yeast; score 100 = 6 SD above DMSO; AID 1875; hit rate 0.02% among 300,000; calls only at 12 µM;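 active = lowest replicate activity score at least 50, where 100 means six control SD above control mean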;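 also: yeast exposed to compound for 9 h at 30 °C; higher score means more reporter readthrough which indicates perturbed polyadenylation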
# KCNQ1 pot – potentiates or activates the human KCNQ1 potassium channel. hit rate 0.35% among 310,000. P51787. B-score at 10 µM. AID 2648. CHO-K1 KCNQ1, thallium flux FluxOR fluorescence; hits give high values;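 active = fluorescence ratio B-score, a plate-corrected score, at least three library SD, with initial intensity B-score within 5 SD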
#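 System: CHO-K1 cells stably expressing KCNQ1 / Medium: assay buffer for compound exposure, DMSO matched across wells / Reagent: thallium- and potassium-containing depolarizing buffer / Compound: one concentration, matched DMSO / Incubation: 20 min compound pretreatment at room temperature / Measured by: kinetic FluxOR fluorescence, 10 s baseline plus 110 s post-stimulus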
# The depositor's hits bear a star; i = inactive; · = not tested or not shown. These rows are one share of the data; count on the stated rates, not on these rows.
SMILES,hERG rescue,KCNQ1 inh,HDAC3 inhib,GSK3B inh,DYRK1A inh,KCNK3 block,KCNK9 inh,GSK3A inh,RGS4 pot,PolyA inh,KCNQ1 pot
O=S(=O)(Nc1ccc(C(F)(F)F)cc1)c1cccs1,-6,i,10,6,-7,i,i,0,i,i,i
CCC(C)NC(=O)C1CCCN(C(=O)Nc2ccc(F)cc2)C1 (configuration not stated),-5,i,-2,1,-4,i,i,1,i,i,i
COc1ccc(S(=O)(=O)Nc2ccccc2C(N)=O)cc1OC,-8,i,2,2,-4,i,i,-2,i,i,i
C/C(=N\NC(=O)C1COc2ccccc2O1)c1ccc(N2CCOCC2)cc1 (configuration not stated),5.6*,i,-1,2,-5,i,i,-3,i,i,30*
CCc1ccc(OCCCC(=O)Nc2cccc(C(=O)O)c2)cc1,-2,i,-2,-4,-3,i,i,0,i,i,i
CCc1nc(C)cn1S(=O)(=O)c1cc(C)c(OC)cc1C,-3,i,-5,0,-2,i,i,-4,i,i,i
CCC(=O)Nc1ccc(C(=O)N/N=C/c2c(C)[nH]c3ccccc23)cc1,-5,i,1,0,1,i,i,-1,i,i,i
CC(=O)NN1C(=O)c2ccccc2NC1c1ccccc1F (configuration not stated),-2,i,-22,1,2,i,i,0,i,i,i
COc1ccc(/C=C/C(=O)N/C(=C\c2ccco2)C(=O)NCCc2nc3ccccc3[nH]2)cc1,-31,i,14,-1,4,i,i,0,i,i,i
COc1ccc(C(=O)N2CCCC(CCC(=O)N3CCN(c4ccccn4)CC3)C2)cc1 (configuration not stated),-10,i,-7,3,·,i,i,-1,i,i,i
O=C(CN1C(=O)COc2ccc(S(=O)(=O)N3CCCC3)cc21)NC1CC1,-4,i,·,2,-2,i,i,-4,i,i,i
O=C(CS(=O)(=O)c1ccc(Cl)c(Cl)c1)Nc1ccccc1Cl,-9,i,2,1,4,i,i,0,i,i,i
C(=N\n1cnnc1)/c1cccc2ccccc12,-6,i,-3,6,13,i,i,0,i,i,i
CS(=O)(=O)Nc1ccc(C(=O)Nc2ccccc2Sc2ccccc2)cc1,-8,i,·,4,-7,i,i,·,i,i,i
Cc1ccc(NC(=O)CC2COc3ccccc3O2)cc1 (configuration not stated),-2,i,-4,2,6,i,i,-1,i,i,i
Cc1ccc(OCC(=O)Nc2ccc([N+](=O)[O-])cn2)cc1C,-2,i,-3,2,0,i,i,-2,i,i,i
CCOc1ccc(CN2CCN(Cc3ccc(C)o3)CC2CCO)cc1 (configuration not stated),-8,i,4,-3,-2,i,i,-4,i,i,i
CCN(CC)c1ccc(N=Cc2ccc(N(CC)CC)cc2O)cc1,-11,i,3,1,3,i,i,-3,i,i,i
CC(C(=O)NCC1CCCCC1)N(C)Cc1ccc(Br)cc1 (configuration not stated),-7,8*,7,0,-2,-15*,i,-4,i,i,i
Cc1c(C(=O)N2CCC[C@H]2C(N)=O)oc2c(F)cccc12,-3,i,-3,-3,-1,i,i,-4,i,i,i
CCOc1ccc(S(=O)(=O)NCc2ccc(OC)cc2)c2cccnc12,-13,i,-2,-2,9,i,i,-2,i,i,i
COc1cc(SC)ccc1C(=O)NCC1CCCCC1,-2,i,-2,-1,2,i,i,0,i,i,i
c1ccc2sc(NC3=NCN(Cc4ccc5c(c4)OCO5)CN3)nc2c1,-2,i,3,0,5,i,i,0,i,i,i
CC1=C(C(=O)OC(C)C)C(c2cccc(F)c2)n2ncnc2N1 (configuration not stated),-9,i,·,-2,-3,i,i,0,i,i,i
COc1cccc(C(=O)NCC(=O)OCC(=O)C(C)(C)C)c1,-6,i,-2,5,0,i,i,-4,i,i,i

# No new results follow: entries from further up.
SMILES,hERG rescue,KCNQ1 inh,HDAC3 inhib,GSK3B inh,DYRK1A inh,KCNK3 block,KCNK9 inh,GSK3A inh,RGS4 pot,PolyA inh,KCNQ1 pot
CC(=O)NN1C(=O)c2ccccc2NC1c1ccccc1F (configuration not stated),-2,i,-22,1,2,i,i,0,i,i,i
COc1ccc(/C=C/C(=O)N/C(=C\c2ccco2)C(=O)NCCc2nc3ccccc3[nH]2)cc1,-31,i,14,-1,4,i,i,0,i,i,i

# The results go on:
SMILES,hERG rescue,KCNQ1 inh,HDAC3 inhib,GSK3B inh,DYRK1A inh,KCNK3 block,KCNK9 inh,GSK3A inh,RGS4 pot,PolyA inh,KCNQ1 pot
CCNC(=S)N(CCc1ccc(S(N)(=O)=O)cc1)C1CC(=O)N(c2ccccc2)C1=O (configuration not stated),-12,i,2,0,2,i,i,-2,i,i,i
COc1ccc2oc(C(=O)OCC(=O)N(CCC#N)c3ccccc3)c(C)c2c1,-7,i,7,10,0,i,i,0,i,i,i
Cc1ccc(SC(C)C(=O)Nc2c(C)n(C)n(-c3ccccc3)c2=O)cc1 (configuration not stated),-4,i,0,2,2,i,i,0,i,i,i
CCn1nc(C)cc1C(=O)N1CCCC(N2CCN(Cc3ccc4c(c3)OCO4)CC2)C1 (configuration not stated),-8,i,-5,0,1,i,i,-3,i,i,i
Cc1ccc(CNC(=O)Cn2ccc3cc(S(=O)(=O)N4CCCCCC4)ccc32)cc1,-6,i,-6,-7,1,i,i,0,i,i,i
O=C(CCS(=O)(=O)c1cccs1)Nc1ccc(C(=O)NCc2cccs2)cc1,-12,i,-4,1,-5,i,i,0,i,i,i
c1cc(N2CCCC2)ccc1C(c1nnnn1C1CCCCC1)N1CCOCC1 (configuration not stated),-5,i,-2,-3,-6,i,i,0,i,i,i
COc1ccc(Br)cc1S(=O)(=O)NCc1ccccn1,-11,i,2,1,9,i,i,0,i,i,i
C=CCn1c(C)nc2c(cnn2-c2ccccc2)c1=O,-8,i,7,-5,-7,i,i,-5,i,i,i
O=C(OCC(=O)N1CCCCC1)c1cccc(NS(=O)(=O)c2ccccc2)c1,-20,i,2,2,-2,i,i,1,i,i,i
CCc1ccc(C(=O)N2CCCN(C)CC2)s1,-4,i,-1,-1,22,i,i,1,i,i,i
Cc1ccc(-c2csc3nc(SCC(N)=O)n(Cc4ccccc4)c(=O)c23)cc1,-1,i,3,4,1,i,i,2,i,i,i
CCOc1ccc2nc(NC(=O)CSc3nc(SC)ns3)sc2c1,-3,i,-2,-3,-3,i,i,-2,i,i,i
Cc1ccc(/C=C2\SC(=S)N(CCC(=O)Nc3cccnc3)C2=O)cc1,-13,i,-2,-3,-10,i,i,-1,i,i,i
CC1=NN(C(N)=S)C(=O)C1N=Nc1ccc(Cl)cc1 (configuration not stated),-7,i,-6,3,3,i,i,-1,i,i,i
Cc1cc(C(F)(F)F)c(C#N)c(SCC(=O)Nc2nc3ccccc3s2)n1,-3,i,5,1,0,i,i,-1,i,i,i
COc1ccccc1C(=O)NC(=O)COc1cc(Cl)ccc1Cl,-11,i,4,2,5,i,i,-2,i,i,i
CCOc1ccccc1C(=O)Nc1ccc(S(=O)(=O)Nc2nccc(C)n2)cc1,-3,i,0,1,·,i,i,0,i,i,i
C=CCNC(=O)c1ccccc1SCc1c(C)noc1C,-9,i,3,1,-4,i,i,2,i,i,i
Cc1nn(-c2ccccc2)c(C)c1C(=O)Nc1nnc(-c2ccco2)o1,-6,i,-2,-7,4,i,i,0,i,i,i
COC(=O)c1c(-c2cccs2)csc1NC(=O)CSc1ncnc2sc(C)c(C)c12,-8,i,-3,-1,-1,i,i,0,i,i,i
O=C(COC(=O)c1cccc(O)c1)NC(=O)Cc1ccccc1,-17,i,-1,0,6,i,i,-3,i,i,i
O=C(CC1NC(=O)NC1=O)Nc1ccc(Cl)cc1 (configuration not stated),-18,i,4,2,1,i,i,-2,i,i,i
CCCCn1c(N)c(N(CCC(C)C)C(=O)C2CC(=O)N(c3ccccc3OCC)C2)c(=O)[nH]c1=O (configuration not stated),-14,i,-1,2,-2,i,i,-1,i,i,i
Nc1ccc(S(=O)(=O)C(F)(F)F)cc1N,-6,i,3,-2,-2,i,i,2,i,i,i
# (next part)
SMILES,hERG rescue,KCNQ1 inh,HDAC3 inhib,GSK3B inh,DYRK1A inh,KCNK3 block,KCNK9 inh,GSK3A inh,RGS4 pot,PolyA inh,KCNQ1 pot
CCOC(=O)N1CCN(C(=O)C(=O)c2cn(CC(=O)N3CCCCCC3)c3ccccc23)CC1,-11,i,-2,0,-4,i,i,-3,i,i,i
CC(=O)N1CCOc2ccc(S(=O)(=O)N3CCC(C(=O)Nc4cc(C)cc(C)c4)CC3)cc21,-7,i,-3,-3,-5,i,i,0,i,i,i
O=C(CCC(=O)N1CCCC(Nc2ccccc2)C1)c1ccc(F)cc1 (configuration not stated),-5,i,2,2,0,i,i,-6,i,i,i
CC(CNC(=O)c1cccc(Br)c1)n1cncn1 (configuration not stated),-7,i,0,1,·,i,i,1,i,i,i
CCCN1CCC(=O)N([C@H](CSc2ccc(OC)cc2)c2ccccc2)CC1,-20,i,-3,-5,-13,i,i,·,i,·,i
CC(=O)c1sc(N/N=C/c2cccc(O)c2)nc1C,-5,i,4,3,3,i,i,0,i,i,i
CCN(CC)c1ccc(NC(=O)CCS(=O)(=O)c2cccc3nsnc23)c(C)c1,-11,i,-10,-2,·,i,i,-4,i,i,i
CCN1C(=O)[C@@H]2[C@@H](c3ccc(-c4ccc5c(c4)OCO5)c(OC)c3)N3CCCC[C@@]3(C(=O)OC)[C@@H]2C1=O,-7,i,0,0,3,i,i,0,i,i,i
O=C(CNC(=O)c1ccccc1Br)N/N=C\c1cc([N+](=O)[O-])cc(Br)c1O,-16,i,8,0,6,i,i,-4,i,i,i
CC(C)(C)c1ccc(OCC(=O)Nc2ccncc2)c(Br)c1,-18,19*,-1,-2,22,-8.8*,i,2,i,i,i
O=C(Cn1cccc1)NC1CCCCCC1,-9,i,-9,-1,5,i,i,-1,i,i,i
CN(C1CCCCC1)S(=O)(=O)c1cccc(C(=O)Nc2ccccn2)c1,-8,i,-8,·,·,i,i,0,i,i,i
CCOC(=O)C(NCc1ccc2c(c1)OCO2)(NC(=O)c1ccccc1)C(F)(F)F (configuration not stated),-5,i,5,3,-6,i,i,-2,i,i,i
CC1(C)CCCC2=C1CC1C(=O)N(Cc3cccnc3)C(=O)C1C2 (configuration not stated),-12,i,1,-3,-4,i,i,-3,i,i,i
Cc1cccc(C(=O)N(C)c2nnc(-c3ccncc3)s2)c1,-10,i,0,-3,-1,i,i,15,i,i,i
COc1ccc(N/C=C2\C(=O)c3c(sc(C)c3C)N(C)S2(=O)=O)cc1,-6,i,-5,-3,-4,i,i,-2,i,i,i
CCc1nnc(SCC(=O)Nc2ccccc2Cl)nc1CC,-7,i,0,·,-9,i,i,-1,i,i,i

# High-throughput results deposited in PubChem BioAssay by several laboratories.
